Bioassay records from PubChem.
Fam108B counter: blocks mouse Fam108B hydrolase in RBBP9 counter-screen | recombinant Fam108B, FP-Rh probe fluorescence polarization | AID 1947 | actives 0.33% (n = 300,000) | inhibition, % at 9.51 µM;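 active means inhibition above the screen mean inhibition plus 3 SD, computed separately per campaign, cut at about 18% in these data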;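 further: inhibitors lower polarization as less probe binds the enzyme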
CIT2-GFP yeast: yeast TOR pathway CIT2-GFP modulation | actives 0.065% (n = 320,000) | AID 2029 | GFP response vs DMSO, % at 10 µM | S. cerevisiae CIT2-GFP strain, flow cytometry, 3 h; 100 means same as DMSO wells;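 active means GFP response relative to DMSO above a set limit, near the screen mean plus 3 SD, cut at about 150% in these data; inconclusive means Fewer than 70 cells measured for a yeast strain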;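 further: ratio of well median GFP fluorescence to mean of DMSO wells on the plate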
VLA-4 inh: inhibition in a human VLA-4 binding assay | P13612 | VLA-4 expressing cells, ligand binding flow cytometry | inhibition, % (about 7 µM as worked out from the volumes in the protocol) | actives 0.2% (n = 330,000) | AID 2557; in the data active means inhibition above about 50%
GRK2 aptamer HTS: inhibitors of human GRK2 displacing RNA aptamer; inhibition of aptamer binding, % at 10 µM; P25098; bead flow cytometry, FAM-aptamer displacement from GRK2; actives 0.59% (n = 330,000);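 active means inhibition of aptamer binding above 40%, roughly 3 SD of noise, on plates passing a quality check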;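 further: median bead fluorescence of bound FAM aptamer so fluorescent compounds give negative values; no value below 0 was filed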
GLD-1 TGE inh: GLD-1-TGE RNA interaction inhibition (C. elegans); Q17339; purified GLD-1 + fluorescein TGE RNA, fluorescence polarization; inhibition, % at 5.96 µM; actives 0.44% (n = 320,000); AID 2280;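 active means percent inhibition above a per-plate cutoff, the plate mean of test compounds plus 3 SD, cut at about 30% in these data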;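 further: 0% = DMSO wells with GLD-1 and probe and 100% = wells lacking GLD-1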
Target sequence (Q17339 whole entry, looked up): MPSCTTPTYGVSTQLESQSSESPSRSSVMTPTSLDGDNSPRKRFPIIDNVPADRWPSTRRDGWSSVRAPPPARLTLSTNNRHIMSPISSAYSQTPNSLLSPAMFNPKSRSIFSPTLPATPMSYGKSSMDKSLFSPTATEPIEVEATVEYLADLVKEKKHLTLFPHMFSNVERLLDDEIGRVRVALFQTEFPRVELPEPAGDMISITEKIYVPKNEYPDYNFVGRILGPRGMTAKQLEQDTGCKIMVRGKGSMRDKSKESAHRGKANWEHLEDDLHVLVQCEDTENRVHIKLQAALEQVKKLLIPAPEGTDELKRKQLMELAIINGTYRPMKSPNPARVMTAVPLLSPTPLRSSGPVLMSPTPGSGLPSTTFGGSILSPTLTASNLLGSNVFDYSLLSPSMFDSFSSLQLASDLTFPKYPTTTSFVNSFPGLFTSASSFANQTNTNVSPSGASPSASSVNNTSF
MEX-5 binding: C. elegans MEX-5 TCR-2 RNA binding activity | Q9XUB2 | MEX-5/FITC-TCR2 RNA binding, fluorescence polarization; hits give low values | activity score (negative = inhibition of binding), % at 10 µM | actives 0.38% (n = 300,000) | AID 1832;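 active means inhibition past about -25% in most replicates, and total fluorescence under double the plate's negative control median, limit read from the data; inconclusive means replicates evenly split on the limit, or fluorescence at least double controls; inactive means too little inhibition in most replicates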;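 further: 0% = DMSO and -100% = 5 µM competing unlabeled TCR2 RNA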
MCL1-BIM inh: MCL1-BIM-BH3 interaction inhibition (human); GST-MCL1 / FITC-Bim-BH3 fluorescence polarization; Q07820; actives 0.68% (n = 320,000); inhibition, % at 10.9 µM; AID 2057;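 active means inhibition above the mean inhibition of all tested compounds plus 3 SD, set per campaign, cut at about 40% in these data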;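 further: 0% = DMSO wells and 100% = unlabeled Bim-BH3 peptide control; higher means more loss of mP so more displacement of Bim peptide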
Target sequence (Q07820 whole entry, looked up): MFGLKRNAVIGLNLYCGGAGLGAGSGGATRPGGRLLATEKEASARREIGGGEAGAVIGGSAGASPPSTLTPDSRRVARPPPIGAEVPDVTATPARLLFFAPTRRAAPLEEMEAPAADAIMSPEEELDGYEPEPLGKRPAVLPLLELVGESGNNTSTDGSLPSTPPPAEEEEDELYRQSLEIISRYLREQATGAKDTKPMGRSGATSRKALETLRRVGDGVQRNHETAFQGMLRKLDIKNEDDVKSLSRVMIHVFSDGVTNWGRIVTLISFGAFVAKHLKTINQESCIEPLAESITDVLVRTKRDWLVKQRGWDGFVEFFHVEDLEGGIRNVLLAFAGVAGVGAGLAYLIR
AGP1 TOR yeast: alters AGP1-GFP fluorescence in TOR pathway yeast screen | GFP response vs DMSO, % at 10 µM | actives 0.02% (n = 320,000) | S. cerevisiae AGP1-GFP multiplex flow cytometry, 3 h; GFP as percent of DMSO wells;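 active means GFP response relative to DMSO above a set limit, near screen average plus 3 SD, cut at about 150% in these data; inconclusive means fewer than 70 cells counted for the yeast strain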;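 further: median GFP channel fluorescence of the gated AGP1 strain per well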
BCLXL inh: Bcl-xL (human) inhibition; Q07817; GST-Bcl-xL / FITC-Bim BH3 peptide fluorescence polarization; inhibition, % at 10.9 µM; actives 0.7% (n = 320,000); AID 2129;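 active means inhibition above the mean of all tested compounds plus 3 SD, cutoff set per campaign, cut at about 30% in these data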;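 further: 0% = DMSO wells and 100% = unlabeled Bim-BH3 peptide competitor; inhibitors lower millipolarization by displacing the labeled peptide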
Active calls of the source: *; u = inconclusive; x = no result given.

Start of the listing, in advance, 2 compounds:
SMILES	Fam108B counter	CIT2-GFP yeast	VLA-4 inh	GRK2 aptamer HTS	GLD-1 TGE inh	MEX-5 binding	MCL1-BIM inh	AGP1 TOR yeast	BCLXL inh
COc1cccc(N2CCN(C(=O)c3cccc(N4C(=O)NC5CC4(C)Oc4c(OC)cccc45)c3)CC2)c1 (centres undefined)	-1	107	4	2	1	1.7	-2	106	3
CCC(=O)Nc1c(C)nn(-c2ccc(C)c(C)c2)c1C	4	98	-16	0	-1	1.2	6	95	1

The list itself, repeating the preview:
SMILES	Fam108B counter	CIT2-GFP yeast	VLA-4 inh	GRK2 aptamer HTS	GLD-1 TGE inh	MEX-5 binding	MCL1-BIM inh	AGP1 TOR yeast	BCLXL inh
COc1cccc(N2CCN(C(=O)c3cccc(N4C(=O)NC5CC4(C)Oc4c(OC)cccc45)c3)CC2)c1 (centres undefined)	-1	107	4	2	1	1.7	-2	106	3
CCC(=O)Nc1c(C)nn(-c2ccc(C)c(C)c2)c1C	4	98	-16	0	-1	1.2	6	95	1
COC(=O)c1ccccc1NC(=O)NCCc1ccc(OC)c(OC)c1	-3	93	11	2	-2	0.2	1	91	11
CCOc1ccccc1NC(=O)CN1C(=O)COc2ccc(C)cc21	4	106	-1	5	9	0.1	12	98	-1
O=C(OCC(=O)c1ccc[nH]1)C1=COCCO1	x	98	5	8	-1	x	9	98	4
CCOC(=O)c1cc2ccccc2nc1C	1	104	12	0	1	-0.4	7	89	1
Clc1cccc(CN2C3=NCCCN3c3ccccc32)c1	3	107	22	0	4	-3.9	7	103	4
CCC(C)NC(=O)C1CCCCN1S(=O)(=O)c1ccc(F)cc1 (centres undefined)	-2	103	2	0	4	0.1	-3	100	-2
CCCC(c1nnnn1Cc1ccccc1)N1CCC(C(N)=O)CC1 (centres undefined)	3	106	5	0	-7	1.7	-2	104	1
COc1ccc2[nH]c(=O)c(CN(Cc3cccs3)C(=S)NCC3CCCO3)cc2c1 (centres undefined)	0	88	-4	0	3	x	0	94	0
Cc1ccc(CNC(=O)c2cnccn2)cc1	-4	101	-5	0	3	-0.8	7	101	5
O=C(CN1C(=O)c2ccccc2S1(=O)=O)NCc1c(F)cccc1F	-2	98	-3	0	1	3.3	-1	109	5
Cc1ccc(C(=O)NCCCNC(=O)Cc2ccc(Cl)cc2)cn1	-3	102	12	1	4	-2.9	1	112	1
Cc1ccnc(NC(=O)CCCc2ccccc2)c1	-1	98	9	0	-1	1.2	-10	99	-11
Cc1cc(C(=O)Nn2c(-c3ccc(Br)cc3)nc3ccccc3c2=O)ccc1[N+](=O)[O-]	-2	93	6	10	-13	-1.1	-2	90	2
Cn1ccnc1SCc1ccc(Cl)cc1Cl	-8	91	-7	0	8	-0.1	-7	91	-15
CCNC(=S)Nc1cccc(Cl)c1C	-4	106	-1	0	6	1.9	11	99	6
CCN(CC)CC1C(=O)N(c2ccc(OC)cc2)C1c1ccccc1 (centres undefined)	-7	99	6	3	-2	-0.5	6	99	4
CN(C)Cc1nc2c([nH]1)c(=O)n(C)c(=O)n2C	-1	101	-12	0	0	0.7	4	99	3
CCCCC(=O)N/N=C/c1cc([N+](=O)[O-])ccc1N1CCOCC1	0	108	14	1	0	0.8	-3	112	3
Cc1cccc(N2CC(C(=O)Nc3ccccc3N3CCOCC3)CC2=O)c1C (centres undefined)	x	94	0	32	2	x	x	99	x
CN(C)S(=O)(=O)N1CCN(C(=O)c2ccccc2Cl)CC1	4	102	14	1	0	-1.7	-5	109	3
COc1ccc(-c2nn(-c3ccccc3)cc2C#N)cc1	-6	108	1	2	1	-0.7	4	98	5
C=CCc1cccc(/C=N/c2nc3ccccc3n2CC)c1O	-3	99	8	1	0	2.0	5	100	3
O=C(CN1CCN(S(=O)(=O)c2ccc(F)cc2)CC1)NCc1cccs1	-1	97	2	0	-1	-1.5	7	96	7
Cc1cc(C)n(-c2nncn2/N=C/c2ccccc2F)n1	0	107	2	1	6	-1.3	4	99	9
CC(C)=CCC/C(C)=C/CN(CC(C)O)CC(C)O (centres undefined)	4	104	2	3	4	-1.1	1	110	3
COc1cccc2sc(Nc3nnc(-c4cccs4)o3)nc12	5	88	7	0	-4	x	9	88	6
CCCCN(CC)CCCNC(=O)c1ccc2c(c1)N(CC)C(=O)c1ccccc1S2(=O)=O	-4	98	4	38	3	1.7	1	101	1
Cc1ccc2c(c1)cc(C)c1nnc(SCC(=O)NCc3ccco3)n12	8	103	27	5	7	-1.3	-4	100	4
CC(C)(C)C(=O)NC(=S)Nc1cc(C(=O)O)ccc1Cl	-9	91	31	0	1	0.9	14	102	3
CC1(C)CC(NC(=S)NCc2ccco2)CC(C)(C)N1	-1	105	0	0	14	0.8	6	94	6
CN1CCN(/N=C/c2ccc(Cl)c(Cl)c2)CC1	3	89	8	0	3	3.1	-1	89	5
CSc1c(CC(=O)Nc2ccccc2)n(C)c2ccccc12	3	105	-4	1	5	-0.2	10	110	7
CCN(CC)C(=O)C12CC3CC(CC(Br)(C3)C1)C2	3	96	-6	2	9	0.5	4	92	7
CC(C)[C@H](NC(=O)c1ccccc1)C(=O)OCC(=O)N1CC(=O)Nc2ccccc21	-6	107	-3	1	2	3.2	-8	103	5
CCOC(=O)c1ccccc1NC(=S)N1CCCCC1	5	105	-3	0	-2	x	11	99	-1
COc1cc(C(c2nnnn2C(C)(C)C)N2CCN(c3nc4ccccc4s3)CC2)ccc1O (centres undefined)	1	108	-2	2	0	-0.2	11	111	6
COc1cc(NC(=O)CCNS(=O)(=O)c2cc(Br)cnc2N)cc(OC)c1	-1	97	7	5	6	-0.4	-5	97	-1
Cc1nn(C)cc1/C=N/NC(=O)CSc1ccccn1	-1	96	25	0	1	-0.1	-2	109	2
CCN(CC)CCN1C(=O)C(=O)/C(=C(/O)c2ccc(S(=O)(=O)N3CCOCC3)cc2)C1c1ccc(C)cc1 (centres undefined)	3	u	9	6	-1	-0.4	6	u	1
O=C(c1cccc([N+](=O)[O-])c1)c1ccc2c(c1)C(=O)NC2=O	0	109	-1	2	-1	-1.7	-7	102	5
COC(=O)C1=C(C)N(Cc2ccccc2)C(=NCc2ccccc2)N[C@H]1c1cccc(F)c1	4	62	45	0	9	2.9	-15	73	-8
COC(C[C@@H]1O[C@@H]1[C@H](O)[C@@H](C)OCc1ccccc1)OC	-4	70	-8	1	3	-0.8	-4	83	-1
Cc1ccc(OC(=O)c2ccc(C)c([N+](=O)[O-])c2)cn1	0	83	-17	0	0	0.4	8	92	5
O=C1CNC(=S)N1c1nc2ccccc2s1	7	88	-1	0	0	x	-5	93	-3
O=C(COC(=O)c1cccc(S(=O)(=O)N2CCCCCC2)c1)Nc1ccccc1C(F)(F)F	x	83	6	1	4	x	0	94	7
O=C1CC2(CCCCC2)Oc2ccc(O)cc21	0	99	7	0	6	-2.4	0	96	3
CC(C)Sc1nc2c(cnn2-c2ccccc2)c(=O)[nH]1	0	81	2	1	0	3.2	2	95	-1
Cn1ccnc1C(=O)Cc1ccc([N+](=O)[O-])cc1	2	102	6	0	2	-3.3	3	102	6
N=C1S/C(=C\c2cn[nH]c2-c2ccc(F)cc2)C(=O)N1c1ccccc1F	-4	97	-1	0	0	-4.8	0	100	0
Cc1ccc(NC(=O)C2COc3ccccc3O2)cc1C (centres undefined)	-4	97	9	0	3	2.2	5	91	1
O=C(Nc1ccc2c(c1)oc1ccccc12)c1ccncc1	-3	89	24	6	5	0.6	0	102	0
COC(=O)Cc1ccc(NC(=O)c2ccccc2Cl)cc1	3	100	-1	0	6	1.1	11	105	3
CCN(CC)S(=O)(=O)c1ccc(OC)c(NC(=O)c2cn(CC)c3nc(C)ccc3c2=O)c1	-4	98	-12	0	9	-0.3	2	105	0
COc1cc(/C=C2/C(=N)N3C(SC)=NSC3=NC2=O)ccc1OC(=O)c1ccco1	0	105	-21	4	-22	4.3	-10	99	-5
Cc1ccc(CNC(=O)C2CCCN2S(=O)(=O)c2ccc(Cl)cc2)cc1 (centres undefined)	0	108	-6	0	-3	4.6	-4	88	3
Cc1cccnc1NC(=S)NCCc1ccccc1	5	79	3	1	-2	0.7	-5	96	-17
COCc1cc(=O)[nH]c(Sc2c(-c3ccccc3)c3ccc(Cl)cc3[nH]c2=O)n1	-1	108	-2	0	0	-0.1	8	100	10
COC(CNC(=O)CNC(=S)N(Cc1ccccc1)Cc1cccs1)OC	-2	94	5	2	0	1.0	4	98	-2
Cc1ccc(C)c2sc(NC(=O)c3ccc(N4C(=O)CCC4=O)cc3)nc12	-3	103	12	5	-2	0.1	2	104	2
Cc1ccc(-c2nc3ccccc3[nH]2)cc1N	6	101	-3	1	-1	-3.5	9	99	8
COc1ccc(CCN(C)C(=O)C2CCN(Cc3cccc(OC)c3OC)CC2)cc1OC	1	126	0	1	11	0.1	3	114	4

5 compounds picked at random from the list so far, as already listed:
SMILES	Fam108B counter	CIT2-GFP yeast	VLA-4 inh	GRK2 aptamer HTS	GLD-1 TGE inh	MEX-5 binding	MCL1-BIM inh	AGP1 TOR yeast	BCLXL inh
COC(CNC(=O)CNC(=S)N(Cc1ccccc1)Cc1cccs1)OC	-2	94	5	2	0	1.0	4	98	-2
Cc1ccc(NC(=O)C2COc3ccccc3O2)cc1C (centres undefined)	-4	97	9	0	3	2.2	5	91	1
Cn1ccnc1C(=O)Cc1ccc([N+](=O)[O-])cc1	2	102	6	0	2	-3.3	3	102	6
Cc1ccc(CNC(=O)C2CCCN2S(=O)(=O)c2ccc(Cl)cc2)cc1 (centres undefined)	0	108	-6	0	-3	4.6	-4	88	3
CCN(CC)S(=O)(=O)c1ccc(OC)c(NC(=O)c2cn(CC)c3nc(C)ccc3c2=O)c1	-4	98	-12	0	9	-0.3	2	105	0
